mec2-1 – NCI yeast anticancer drug screen, S. cerevisiae mec2-1 strain. % growth inhibition at 50 µM. 79,000 tested, 9% active. AID 157;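 also: 0% = growth of vehicle-only cultures of the same strain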
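Each compound was tested on mec2-1 yeast, a strain altered in DNA damage repair or cell cycle control. Growth inhibition is reported relative to vehicle.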
yeast rad50 – NCI yeast anticancer drug screen, S. cerevisiae rad50 strain; growth inhibition, % at 50 µM; 79,000 tested, 10% active;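 also: 0% = growth of vehicle-only cultures of the same strain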
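Relative growth inhibition (compound vs vehicle) was measured in yeast with a defined repair-gene alteration.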
sgs1 mgt1 – NCI yeast anticancer drug screen, S. cerevisiae sgs1 mgt1 strain. % growth inhibition at 50 µM. AID 161. 78,000 tested, 10% active;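 also: 0% = growth of vehicle-only cultures of the same strain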
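Percent growth inhibition was derived by comparing compound-exposed mutant yeast with vehicle-exposed cultures. The strain carries alterations in DNA damage repair.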
yeast bub3 – NCI yeast anticancer drug screen, S. cerevisiae bub3 mutant strain; % growth inhibition at 50 µM; 78,000 tested, 9.9% active;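 also: 0% = growth of vehicle-only cultures of the same strain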
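Inhibition values come from growth of compound-treated mutant yeast normalised to vehicle-treated controls.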
cln2 rad14 – NCI yeast anticancer drug screen, S. cerevisiae cln2 rad14 strain; % growth inhibition at 50 µM; 78,000 tested, 8.3% active; AID 165;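 also: 0% = growth of vehicle-only cultures of the same strain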
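cln2 rad14 yeast strain; compound exposure; growth inhibition read vs vehicle controls.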
mlh1 rad18 – NCI yeast anticancer drug screen, S. cerevisiae mlh1 rad18 strain. % growth inhibition at 50 µM. 79,000 tested, 11% active. AID 175;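 also: 0% = growth of vehicle-only cultures of the same strain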
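Compound-treated yeast growth, normalised to vehicle controls. Strain bears defined DNA repair mutations.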
* = called active by the depositor; . = no result given; & = joins results of further samples. Rule as the data show it: active = growth inhibition above about 70%; inactive = the rest.

[1] CC(=O)Oc1ccc2c(-c3ccccc3)c(Oc3ccc(Cl)cc3)c(=O)oc2c1
[2] C[Si](C)(C)C#CCOC=C1CC1
[3] Cc1cccn2nnnc12
[4] c1cc(C2=NCCN2)ccc1Nc1ccc(-c2cc3ccc(C4=NCCN4)cc3[nH]2)cc1
[5] NC(=O)c1csc(C2OC(COP(=O)(O)O)C(O)C2O)n1 (stereo not drawn)
[6] C/C(=N/Nc1ccc([N+](=O)[O-])cc1[N+](=O)[O-])C(C)C
[7] COCN1C(=N)C(C(=O)OC(C)(C)C)=C2C=C(O)C=CC21C (stereo not drawn)
[8] CCCCCCC(C)OC(=O)C(C)O (stereo not drawn)

assay / compound	1	2	3	4	5	6	7	8
mec2-1	-5	-40	-12	99*	-6	-3	15	-12&8
yeast rad50	-4	26	-8	58	0	-28	-4	-7&-16
sgs1 mgt1	-4	-27	-9	51	-7	-29	-23	4&17
yeast bub3	3	-12	2	99*	-11	-3	22	-2&7
cln2 rad14	-16	9	9	99*	4	-12	9	-19&-56
mlh1 rad18	4	-34	-11	98*	-40	-2	3	5&-11

Among those listed so far, 3 contain four or more nitrogen atoms:
[3] Cc1cccn2nnnc12
[4] c1cc(C2=NCCN2)ccc1Nc1ccc(-c2cc3ccc(C4=NCCN4)cc3[nH]2)cc1
[6] C/C(=N/Nc1ccc([N+](=O)[O-])cc1[N+](=O)[O-])C(C)C

assay / compound	3	4	6
mec2-1	-12	99*	-3
yeast rad50	-8	58	-28
sgs1 mgt1	-9	51	-29
yeast bub3	2	99*	-3
cln2 rad14	9	99*	-12
mlh1 rad18	-11	98*	-2

Further entries:
[9] CC(=O)Nc1ccc(S(=O)(=O)O)nc1
[10] CCC(CC)(CC)C(=O)O
[11] OCCCc1nc2ccccc2[nH]1
[12] CN(C)c1c([O-])c(=[N+](C)C)c1=O
[13] CN(C)c1ccc(C(=O)C2CCCC(C)(C)C2)cc1 (stereo not drawn)
[14] O=C(O)c1ccc(SSc2ccc(C(=O)O)cn2)nc1
[15] N#C/C=C/c1ccc2ccccc2c1
[16] O=[N+]([O-])C(C=C(n1nnc2ccccc21)n1nnc2ccccc21)=C(n1nnc2ccccc21)n1nnc2ccccc21

assay / compound	9	10	11	12	13	14	15	16
mec2-1	5	-9	-22	-14	94*	19	29	-3
yeast rad50	0	-10	-10	-38	91*	10	2	-20
sgs1 mgt1	-7	3	-15	-20	91*	-13	5	17
yeast bub3	8	0	-18	-6	87*	7	10	-6
cln2 rad14	17	-18	9	-11	88*	-8	22	4
mlh1 rad18	-7	18	11	-46	95*	15	16	5

[17] CCN(CC)C(=S)n1c(=S)nc(N(CC)CC)sc1=S
[18] Cc1cc(C)cc(OCCC#N)c1
[19] CCOCCN(CCOCC)C(=O)c1ccc2c(c1)no[n+]2[O-]
[20] Cc1cc2ncn(CC(=O)O)c2cc1C
[21] CCOC(=O)C(C)NC(=O)c1ccccc1 (stereo not drawn)
[22] CCOC([O-])=N/C(C)=N/[n+]1ccccc1C
[23] COc1ccc2c(c1)OC(OC)(c1ccccc1)C(O)(OC)C2=O (stereo not drawn)
[24] CSC1NN=C(CCC(=O)Nc2ccc(C)cc2)O1 (stereo not drawn)

assay / compound	17	18	19	20	21	22	23	24
mec2-1	92*	0	43	-31	-8	-5	32	5
yeast rad50	89*	-19	21	-38	0	2	41	-38
sgs1 mgt1	92*	-13	41	-13	-15	-9	59	13
yeast bub3	91*	-5	66	-19	6	-6	20	-4
cln2 rad14	89*	18	15	-37	-52	-17	7	-21
mlh1 rad18	90*	-16	37	-22	1	-1	44	13

[25] O=C1NC(C(=O)O)CC1O (stereo not drawn)
[26] CN(C)S(=O)(=O)C=C(c1ccccc1)c1ccccc1
[27] CN(c1ccccc1)c1cc2c(cc1[N+](=O)[O-])no[n+]2[O-]
[28] C=CCc1cc2c(cc(OC)c1=O)C(NC(C)=O)CCc1cc(OC)c(OC)c(OC)c1-2 (stereo not drawn)
[29] COc1ccc2ccc3nonc3c2c1
[30] COc1cc(/C=N/N2CN(C(C)C(=O)O)B(NCCC(C)C)N=C2N)cc(OC)c1 (stereo not drawn)
[31] O=C(c1nc2ccccc2[nH]c1=O)C(O)c1ccccc1 (stereo not drawn)
[32] CN(C)c1ccc(C(c2ccc(N(C)C)cc2)c2cccc([N+](=O)[O-])c2)cc1

assay / compound	25	26	27	28	29	30	31	32
mec2-1	24	4	99*	8	5	-10	-24	0
yeast rad50	4	1	98*	14	17	1	7	-11
sgs1 mgt1	5	17	98*	28	9	22	-3	-2
yeast bub3	18	15	98*	4	6	24	-13	50
cln2 rad14	14	-5	98*	27	-40	-4	17	15
mlh1 rad18	18	0	99*	11	1	-6	-2	8

[33] NCC(=O)Nc1ccc(Cl)cc1C(=O)c1ccc[nH]1
[34] CCC(CC)CC1(C(=O)OCCN(CC)CC)CCCCC1
[35] Nc1nc(-c2ccccc2)c(N=Nc2cc(Cl)ccc2Cl)s1
[36] CSc1ncc(Br)c(Sc2nccn2C)n1
[37] CC/C(=N/NC(N)=O)c1ccc(C)cc1
[38] CCCCCC(=O)OCCSCCOC(=O)CCCCC
[39] O=c1[nH]cnc2c1CNC2
[40] N#C/C(=C\c1ccc(Br)cc1)c1nc(-c2cc3ccccc3oc2=O)cs1

assay / compound	33	34	35	36	37	38	39	40
mec2-1	-16	4	1	7	-12	1	-2	15
yeast rad50	1	64	4	11	-12	5	10	25
sgs1 mgt1	-28	30	-2	14	-10	-6	-10	-9
yeast bub3	-54	44	8	-12	3	11	-18	-22
cln2 rad14	-42	3	-5	5	-21	-39	-66	-2
mlh1 rad18	1	51	-2	3	-9	0	2	-33

[41] COc1cc2oc3c(c(=O)c2c(O)c1/C=C/C(C)C)CCC(C)(C)Oc1cc(O)ccc1-3
[42] COc1ccc2c(c1OC)C1=C(C2=O)c2cc3c(cc2CCN1)OCO3
[43] CSc1ccc(NC(=O)C2CCCCC2C(=O)O)cc1 (stereo not drawn)
[44] COc1cc2c3c(c1)SC(C)C(=O)N3CCN2 (stereo not drawn)
[45] C1=C(c2ccccc2)Cc2ccccc21
[46] O=Cc1cc(O)ccc1Br
[47] CC1CC[P+](c2ccccc2)(c2ccccc2)c2c1ccc1ccccc21 (stereo not drawn)
[48] Nc1nc(-c2ccccc2)c(CCCO)c(=O)[nH]1

assay / compound	41	42	43	44	45	46	47	48
mec2-1	11	46	-46	-20	24	77*	90*	5
yeast rad50	23	23	-17	-8	13	71*	85*	-4
sgs1 mgt1	49	62	-51	3	20	92*	91*	-6
yeast bub3	39	68	-52	-4	15	89*	89*	-16
cln2 rad14	47	41	5	10	-15	83*	89*	-38
mlh1 rad18	-26	53	-2	7	24	80*	.	-10

[49] O=c1c2ccccc2c2c1c1c3ccccc3c(=O)c1c1c3ccccc3c(=O)c21
[50] CCc1nc(N)nc(N)c1-c1ccc(Cl)c(S(=O)(=O)O)c1
[51] Cc1ccc(NCC(O)CN2CCCC2)cc1 (stereo not drawn)
[52] Oc1ccc(Cl)cc1Cc1cc(Cl)cc(Cc2cc(Cl)ccc2O)c1O
[53] O=C1OC2C(I)C3C(C4CCCCC4)C1C23 (stereo not drawn)
[54] COc1cccc(-n2cnc3c(=O)[nH]cnc32)c1
[55] CC1=C(C#N)C(=O)OC1(C)C(CC(=O)c1ccccc1)c1ccccc1 (stereo not drawn)
[56] O=C(c1ccccc1)C1Nc2ccccc2CO1 (stereo not drawn)

assay / compound	49	50	51	52	53	54	55	56
mec2-1	-9	-26	5	97*	-4	-13	4	-13
yeast rad50	13	-27	12	96*	8	-19	-5	-5
sgs1 mgt1	-10	-10	12	97*	32	-11	4	-14
yeast bub3	-3	-15	-15	97*	66	-6	12	-2
cln2 rad14	22	-13	-26	97*	17	-35	50	-23
mlh1 rad18	-10	2	12	96*	8	-40	2	29

[57] Cc1ccc(S(=O)(=O)N2CC(=O)N(S(=O)(=O)c3ccc(C)cc3)CC2=O)cc1
[58] CCOC(=O)C(C#N)C(C(C)=O)C(=O)OCC (stereo not drawn)
[59] CCOC(=O)c1cc(NC(C)=O)c(C)n1C
[60] CC(O)CC1CC(=O)CCC1=O (stereo not drawn)
[61] c1ccc(-c2nnc3ncccn23)cc1
[62] CN(C)c1ccc(N)c(N)c1
[63] O=C(/C=C(\S/C=C(/c1ccccc1)N1CCn2c(C(=O)c3ccccc3)c(C(=O)c3ccccc3)c(C(=O)c3ccccc3)c21)C(=O)c1ccccc1)c1ccccc1
[64] CC(C)CCCC(C)C1CCC2C3CC=C4CC(OC(=O)C56C=CC(=O)C5C5C=CC6CC5)CCC4(C)C3CCC12C (stereo not drawn)

assay / compound	57	58	59	60	61	62	63	64
mec2-1	7	-1	9	-18	0	-35	-9	22
yeast rad50	17	9	-5	0	-20	-14	-9	11
sgs1 mgt1	11	.	-3	-11	-10	-4	-16	-1
yeast bub3	-4	.	11	-6	4	6	10	2
cln2 rad14	-11	.	-27	-29	-21	12	7	2
mlh1 rad18	20	31	16	8	-12	-13	-7	21

Profiles, looked up by structure.
CN(c1ccccc1)c1cc2c(cc1[N+](=O)[O-])no[n+]2[O-] is entered as mec2-1 = 99*; yeast rad50 = 98*; sgs1 mgt1 = 98*; yeast bub3 = 98*; cln2 rad14 = 98*; mlh1 rad18 = 99*
CC1=C(C#N)C(=O)OC1(C)C(CC(=O)c1ccccc1)c1ccccc1 (stereo not drawn) is entered as mec2-1 = 4; yeast rad50 = -5; sgs1 mgt1 = 4; yeast bub3 = 12; cln2 rad14 = 50; mlh1 rad18 = 2

The results go on.
[65] CC(=O)c1ccc2c(c1)CC1(C2)Cc2ccccc2C1=O (stereo not drawn)
[66] Cc1ccc(N=NN(C)C)cc1NC(=O)NCC(=O)OC(C)(C)C
[67] CC(=O)OCC(COC(C)=O)(COC(C)=O)[N+](=O)[O-]
[68] CCCCCCCC/C=C\CCCCCCCC(=O)N=C(C(N)=O)C(N)=O
[69] CN1CCN(C(=S)N(C)C(=O)c2cccs2)CC1

assay / compound	65	66	67	68	69
mec2-1	1	9	13	27	-26
yeast rad50	-2	5	3	59	-48
sgs1 mgt1	8	5	2	57	-43
yeast bub3	84*	7	9	12	-40
cln2 rad14	-11	-32	-50	33	6
mlh1 rad18	10	8	-10	49	-31

Assay outcomes (PubChem)
